uPA surface inh: inhibitors of cell surface uPA generation; cell surface uPA generation assay, qHTS; Potency, µM (titrated, usually from 38.3 µM), for the others: at the top dose activity change, negative = inhibition, most hits filed as inhibitors; 330,000 tested, 0.31% active; active = well fitted inhibition curve with a large enough effect; inconclusive = small, poorly fitted or top-dose-only effect; inactive = no such curve, though single readings can be large or run the other way; tested in mouse RAW 264.7 cells; also: potency is read from the fitted curve at half-maximal effect; nearly all actives have a fitted effect of over 55% in size
PKM2 act: increases activity of human pyruvate kinase M2; P14618; purified PKM2, Kinase-Glo ATP luminescence, activation; response scale: 0% is enzyme alone, no compound; Potency, µM (top dose mostly 57.5 µM), for inactives: at the top dose activation, hits mostly activators; 260,000 tested, 0.34% active; AID 1631; also: potency is read from the fitted curve at half-maximal effect; nearly all actives have a fitted effect of over 55% in size
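Purified hPK-M2 (>95%) run at intermediate activity with 0.1 mM ADP and 0.5 mM PEP in 50 mM imidazole pH 7.2, KCl, MgCl2; 1 h room temperature. ATP formed read by Kinase-Glo luminescence; normalized to uninhibited and no-enzyme controls.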
USP2a block: blocks human ubiquitin-specific protease USP2a. USP2 core, Ub-CHOP2 coupled fluorogenic reporter, 485/531. Potency, µM (highest dose often 38.3 µM), inactives show top-dose activity change, negative = inhibition, usual class: inhibitors. 330,000 tested, 0.01% active. AID 463254;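 also: potency is read from the fitted curve at half-maximal effect; plate controls were DMSO wells for no effect and full inhibition by NEM control for full effect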
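Deubiquitinase activity read as fluorescence (485/531 nm) after Ub-CHOP2 cleavage activates the enterokinase reporter on its substrate; USP2 core 10nM, Ub-CHOP2 and substrate 25nM each, 30min compound preincubation then 60min RT; data normalized to NEM, curves fitted.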
Eya2 inh: inhibitors of human Eya2 phosphatase activity; 330,000 tested, 0.006% active; Potency, µM (titrated, usually from 76.9 µM), inactives show at the top dose activity, negative = inhibition, usual class: inhibitors; recombinant Eya2, OMFP fluorescence dephosphorylation (OMFP is methylfluorescein phosphate); also: potency is read from the fitted curve at half-maximal effect
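Eya2 (0.2 uM) preincubated 10 min at ambient with compound, then OMFP substrate added at 50 uM; 10 min reaction in 50 mM HEPES pH 7.5, 50 mM NaCl, 5 uM MgCl2, 0.05% BSA, 1 mM DTT. Fluorescence read at Ex 485/Em 525 nm.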
B2AR arrestin: agonists driving beta-arrestin recruitment to human beta2-adrenergic receptor | P07550 | beta-arrestin recruitment to beta2AR, cell-based reporter | Potency, µM (series often up to 46.1 µM), for the others: top-dose activation, hits mostly activators | 330,000 tested, 0.02% active | AID 492947;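 also: potency is read from the fitted curve at half-maximal effect; 0% = DMSO controls and full agonism = EC100 isoproterenol or metaproterenol; nearly all actives have a fitted effect of over 65% in size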
Giardia kill: kills Giardia lamblia. Giardia lamblia trophozoite viability. activity change, % at 7.66 µM, hits read low. 340,000 tested, 0.15% active. AID 540267; in the data active = activity change below about -80%; inconclusive = between about -30% and that limit;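 also: parasites exposed to compound for two days anaerobically before the ATP read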
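Luminescence from cellular ATP indicates surviving trophozoites (100 cells/well) following 48 hrs anaerobic compound treatment at 37 deg C; signal develops 15-30 min at room temperature.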
KCNH2 3.1 inh: blocks the human KCNH2 3.1 channel isoform. activity change, % (tested at about 1.8 µM). 340,000 tested, 0.95% active. U2OS KCNH2 3.1, thallium flux FluxOr; stronger effect = lower value;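 active = maximum activity change below -70%; inconclusive = maximum activity change from -70% to -50%; inactive = maximum activity change above -50%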;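 also: thallium influx rate constant from kinetic fluorescence after stimulation buffer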
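Normalized rate constant (relative to positive and negative DMSO controls) derived from a 2 min kinetic fluorescence read after stimulation; U2OS cells expressing the 3.1 isoform via virus at 1.77 x 10^8 /mL.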
GALK inh: galactokinase (human) inhibition | Purified GALK, Kinase-Glo residual ATP luminescence | Potency, µM (doses to about 57.5 µM), inactives show at the highest dose activity change, negative = inhibition, hits mostly inhibitors | 270,000 tested, 0.007% active; also: potency is read from the fitted curve at half-maximal effect
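Kinase-Glo Plus luminescence measured ATP left after a 1 h room-temperature reaction. The reaction used 5 nM GALK, 100 uM galactose and 35 uM ATP at pH 8.0 (20 mM HEPES, 5 mM MgCl2, 60 mM NaCl, 1 mM DTT, 0.01% BSA).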
BCR signal inh: chronic active BCR signaling inhibition; ABC-DLBCL IkBa-CBG/CBR reporter, luminescence ratio, 4 h; Potency, µM (highest dose often 46.1 µM), without a hit: top-dose ratio change, negative = lower green/red ratio, most hits filed as inhibitors; 340,000 tested, 0.05% active; active = well fitted inhibition curve with a large enough effect in the signal ratio, with a control signal flat, not every such curve was filed as active; inconclusive = small, poorly fitted or top-dose-only effect, or effect the other way, or a change in a side signal; the % refers to the signal ratio;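 also: potency is read from the fitted curve at half-maximal effect; plate controls were basal doxycycline-induced cells for no effect and cells given 10 µM MG132 for full effect; MG132 reads +100%, hits lower the ratio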
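Concentration-response series (up to 46 uM) were applied to TMD8 dual-reporter cells for 4 h at 37C with doxycycline. Green/red ratio, after filter-overlap correction, defined %Activity; red signal alone was normalised to basal cells and zero luminescence.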
KCNH2 WT inh: inhibitors of human wildtype KCNH2 potassium channel | 340,000 tested, 0.37% active | activity change, % at 1.84 µM | U2OS, BacMam KCNH2, thallium flux FluxOr; stronger effect = lower value;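 active = maximum activity change below -70%; inconclusive = maximum activity change between -70% and -50%; inactive = maximum activity change above -50%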
Target sequence (Q12809 whole entry, looked up): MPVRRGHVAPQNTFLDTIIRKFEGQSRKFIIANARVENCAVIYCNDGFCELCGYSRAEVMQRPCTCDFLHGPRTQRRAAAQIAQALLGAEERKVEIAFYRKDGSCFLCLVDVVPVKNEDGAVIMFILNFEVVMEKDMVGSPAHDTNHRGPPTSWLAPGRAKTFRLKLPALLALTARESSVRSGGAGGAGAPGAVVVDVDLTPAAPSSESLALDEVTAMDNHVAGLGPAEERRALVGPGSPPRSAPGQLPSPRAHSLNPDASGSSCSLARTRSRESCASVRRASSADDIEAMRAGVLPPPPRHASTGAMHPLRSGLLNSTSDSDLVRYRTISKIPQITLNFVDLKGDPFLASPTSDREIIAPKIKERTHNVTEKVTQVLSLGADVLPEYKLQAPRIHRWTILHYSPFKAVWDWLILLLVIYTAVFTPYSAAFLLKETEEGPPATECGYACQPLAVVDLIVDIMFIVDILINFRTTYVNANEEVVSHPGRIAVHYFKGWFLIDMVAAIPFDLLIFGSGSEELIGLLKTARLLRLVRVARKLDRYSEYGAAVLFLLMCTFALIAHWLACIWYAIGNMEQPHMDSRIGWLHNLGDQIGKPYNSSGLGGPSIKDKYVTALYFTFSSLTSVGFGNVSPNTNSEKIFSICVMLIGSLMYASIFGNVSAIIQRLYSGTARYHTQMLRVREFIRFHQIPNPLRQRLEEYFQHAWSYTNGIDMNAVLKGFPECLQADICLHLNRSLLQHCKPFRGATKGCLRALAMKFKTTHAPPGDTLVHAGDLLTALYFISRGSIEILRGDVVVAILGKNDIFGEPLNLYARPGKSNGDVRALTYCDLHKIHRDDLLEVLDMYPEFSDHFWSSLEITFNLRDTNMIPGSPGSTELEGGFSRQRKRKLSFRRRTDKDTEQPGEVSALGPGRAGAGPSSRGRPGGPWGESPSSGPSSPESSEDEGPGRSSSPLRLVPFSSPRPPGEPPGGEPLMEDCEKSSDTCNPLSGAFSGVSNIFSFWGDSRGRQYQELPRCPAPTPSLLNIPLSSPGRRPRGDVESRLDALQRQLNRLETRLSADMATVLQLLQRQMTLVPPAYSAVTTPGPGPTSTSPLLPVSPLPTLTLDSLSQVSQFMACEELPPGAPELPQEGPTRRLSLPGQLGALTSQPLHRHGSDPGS
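U2OS cells were transduced with wild-type KCNH2 virus (2.03 x 10^8 / mL) for 4 h at room temperature, then cultured overnight at 37 C. Thallium flux was read with FluxOr dye. Rate constants were normalized to DMSO controls.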
Coupling enz: counter-screen for Giardia aldolase inhibitors: coupling enzyme system. 290,000 tested, 0.67% active. activity change, negative = inhibition, % at 58.2 µM, hits read low. coupling enzyme system counterscreen, AmpLite Red fluorescence; in the data active = activity change below about -30%
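Activity here indicates interference with the coupling reaction, not aldolase inhibition. Compounds at 57.5 uM final met coupling enzymes for 10 min at RT; substrate and AmpLite Red detection followed, with a 525/598 nm fluorescence read after 20 min.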
Numbers without * were called inactive; ? = inconclusive; . = no result given; & = joins results of further samples. Unless noted, calls follow the shape of the dose curve; as a rule, active = well fitted curve in the direction sought with a large enough effect; inconclusive = small, poorly fitted or top-dose-only effect, or another doubt; inactive = no such curve, though single readings can be large; an effect the other way counts as inactive or inconclusive. Unless noted, % is scaled to controls: 0 for no effect and ±100 for the full control effect.

SMILES	uPA surface inh	PKM2 act	USP2a block	Eya2 inh	B2AR arrestin	Giardia kill	KCNH2 3.1 inh	GALK inh	BCR signal inh	KCNH2 WT inh	Coupling enz
COc1ccc(CC(=O)Nc2ccc3c(c2)CCC3)cc1S(=O)(=O)N1CCOCC1	8%	0%	0%	2%	0.1%	-8	10	0%	-1%	1	2
O=C(OCc1cccc2ccccc12)c1ccc2c(=O)[nH]c(CN3CCOCC3)nc2c1	6%	7%	2%	-1%	0.3%	-2	-1	-1%	0%	-8	0
COC(=O)CN1C(=O)[C@H]2[C@@H](c3ccc(C)o3)N3C(=O)CN(Cc4ccccc4)C(=O)[C@@]3(Cc3ccccc3)[C@H]2C1=O	-15%	-4%	2%	8%	0.5%	9	-6	.	0%	2	0
Cc1ccc(C)c(C(=O)COC(=O)c2cc([N+](=O)[O-])ccc2N2CCOCC2)c1	-4%	.	1%	2%	0.0%	-8	-22	.	-12%	-9	.
Cc1ccc(NC(=O)COC(=O)CCc2c(C)nc3nc(N)nn3c2C)cc1C	19%	.	1%	20%	-1.3%	2	-7	.	2%	4	.
Oc1c(CN2CCCC(C(F)(F)F)C2)cc(Cl)c2ccccc12 (configuration not stated)	-10%	.	1%	6%	0.3%	-6	1	0%	?	1	-8
Nc1nonc1C(=O)OCC(=O)N1CCCCC1	-4%	1%	3%	9%	0.2%	-13	13	2%	0%	3	2
O=C(Nc1ccc(CN2CCCCC2)cc1)c1cccc(F)c1	-4%	-2%	10%	6%	-0.4%	-12	-5	-1%	-1%	-2	-1
COc1cccc(C2CC(c3cccs3)=NN2C(=O)CSC2=NN3CCCC(=O)N=C3S2)c1OC (configuration not stated)	3%	12%	0%	-1%	0.4%	-25	6	-4%	-1%	0	-2
COc1ccc(OC(=O)c2ccc(Cl)cc2)c(C(C)=O)c1	1%	-3%	-6%	-9%	-0.1%	1	-12	0%	?	3	-2
COc1ccc(CN2CCNC(=O)C2CC(=O)NC2CCCC2)c(OC)c1 (configuration not stated)	8%	.	3%	-10%	0.4%	8	11	-3%	-1%	-10	.
O=C(CSc1nnc(-c2ccccc2Cl)o1)N1CCOCC1	-5%	.	3%	-5%	0.0%	-27	3	-1%	-13%	0	0
O=C(/C=C/c1ccccc1)NNc1ccc(Cl)cc1	0%	1%	0%	-3%	-1.0%	4	14	4%	-2%	1	1
CCCCC(=O)Nc1cccc(C(=O)Nc2ccccc2C(=O)O)c1	2%	0%	6%	-30%	-0.3%	15	-3	0%	?	3	8
O=C(Nc1ccc(F)cc1)c1ccc(S(=O)(=O)N2CCOCC2)o1	-3%	-3%	2%	-4%	-0.1%	-3	1	1%	?	-5	5
CCn1c(SCC(=O)NC2CCCC2)nc2c1c(=O)n(C)c(=O)n2C	0%	0%	5%	-15%	-0.2%	8	4	-1%	-6%	-7	3
CC1(C)Cc2c(sc3c2C(=O)N(c2ccccc2)C2=NCCN23)CS1	0%	13%	-2%	2%	-1.0%	-3	-3	3%	?	5	.
Cn1nc(C(=O)NC2=NCCS2)ccc1=O	5%	1%	3%	-15%	0.1%	28	9	1%	-13%	-2	0
COc1ccc(C)cc1NCc1ccc(OC)c(C)c1OC	9%	5%	0%	-4%	-0.3%	-5	-15	-3%	-7%	-7	-4
CC(C)CN(C(=O)CCNC(=O)c1ccccc1Cl)C1CCS(=O)(=O)C1 (configuration not stated)	-3%	.	2%	6%	0.2%	10	6	.	2%	5	.
COc1ccc(CNC(=O)/C=C/c2ccco2)cc1OC	1%	14%	0%	14%	0.4%	-9	-7	0%	?	-3	1
CN(Cc1ccccc1)CC(O)COc1ccc(CNCc2cccnc2)cc1 (configuration not stated)	?	10%	2%	9%	-0.7%	3	-41	-2%	-3%	3	1
COC(CN(C)C(=O)C1CCC(CNS(=O)(=O)c2ccc(C)cc2)CC1)OC (configuration not stated)	11%	.	6%	26%	0.3%	-23	-15	2%	1%	-10	0
COc1ccc(Br)cc1CN(C)C(=O)CNC(=O)c1ccc2ccccc2c1	-5%	.	-7%	1%	-0.2%	-12	-5	5%	-11%	5	-5
Cc1ccc(NC(=O)CN(C)CC(=O)Nc2ccccc2C(=O)Nc2ccccc2)cc1	2%	1%	0%	-3%	-0.1%	3	2	-2%	-1%	2	-1

Full records from above:
`Cn1nc(C(=O)NC2=NCCS2)ccc1=O` as listed: uPA surface inh: 5%; PKM2 act: 1%; USP2a block: 3%; Eya2 inh: -15%; B2AR arrestin: 0.1%; Giardia kill: 28; KCNH2 3.1 inh: 9; GALK inh: 1%; BCR signal inh: -13%; KCNH2 WT inh: -2; Coupling enz: 0
`Oc1c(CN2CCCC(C(F)(F)F)C2)cc(Cl)c2ccccc12` (configuration not stated) as listed: uPA surface inh: -10%; PKM2 act: .; USP2a block: 1%; Eya2 inh: 6%; B2AR arrestin: 0.3%; Giardia kill: -6; KCNH2 3.1 inh: 1; GALK inh: 0%; BCR signal inh: ?; KCNH2 WT inh: 1; Coupling enz: -8
`O=C(CSc1nnc(-c2ccccc2Cl)o1)N1CCOCC1` as listed: uPA surface inh: -5%; PKM2 act: .; USP2a block: 3%; Eya2 inh: -5%; B2AR arrestin: 0.0%; Giardia kill: -27; KCNH2 3.1 inh: 3; GALK inh: -1%; BCR signal inh: -13%; KCNH2 WT inh: 0; Coupling enz: 0

The list goes on:
SMILES	uPA surface inh	PKM2 act	USP2a block	Eya2 inh	B2AR arrestin	Giardia kill	KCNH2 3.1 inh	GALK inh	BCR signal inh	KCNH2 WT inh	Coupling enz
CC1(C)CC(=O)c2cnc(NC(=O)c3ccco3)nc2C1	-1%	-2%	3%	18%	-0.4%	2	-11	0%	0%	-8	3
CCC(=O)Nc1ccc(-c2cc(-c3ccccc3)nc(-c3ccc(NC(=O)CC)cc3)n2)cc1	-1%	-6%	-1%	7%	0.1%	3	6	0%	1%	-5	1
COc1cccc(C(=O)NC(=S)Nc2ccc(Cl)c(C(=O)O)c2)c1	0%	-14%	.	.	.	2	4	0%	.	-1	17
COC(=O)C(C(=O)OC)c1ccccc1[N+](=O)[O-]	4%	4%	0%	24%	0.0%	9	15	-2%	-19%	1	3&0
O=C(C1CCCN(c2ncnc3c2nc2n3CCCCC2)C1)N1CCN(c2ccc(F)cc2)CC1 (configuration not stated)	-7%	.	0%	4%	0.1%	18	6	-6%	-1%	-44	0
COc1ccccc1-c1nn2c(=O)cc(C)nc2s1	-9%	-1%	1%	17%	0.1%	-26	14	-2%	?	2	1
CCOC(=O)CNC(=O)Nc1nnc(-c2ccc(OCC)cc2)o1	-5%	-15%	-1%	13%	-0.3%	8	-15	2%	-3%	-4	-2
CCCS(=O)(=O)c1c(S(=O)(=O)CCC)c2c(N)cccn2c1C(=O)c1ccc(OC)cc1	1%	2%	2%	-24%	0.2%	12	22	6%	?	-5	-1
S=c1[nH]ncn1/N=C/c1cccs1	2%	-7%	2%	0%	-0.6%	-5	4	-2%	-5%	-6	-3
COc1ccc(-c2cc(C(=O)N(C)Cc3ccccc3F)c3ccccc3n2)cc1OC	-16%	0%	1%	6%	-0.8%	4	-5	-1%	-3%	-9	.
Clc1ccc(Br)cc1-c1nc(-c2ccncc2)no1	-1%	-2%	2%	-3%	-0.5%	-4	7	-1%	?	6	3
CCCCC(=O)Nc1cccc(-c2nc3ncccc3o2)c1	.	7%	6%	-5%	0.0%	4	1	7%	0%	9	5
CCC1(C)Cc2ccccc2/C(=C/C(=O)N2CCCCC2)N1 (configuration not stated)	-3%	0%	3%	9%	0.0%	13	24	-1%	-2%	4	-1
O=C(COC(=O)/C=C/c1cccc(Br)c1)NCCc1ccccc1	3%	.	-3%	-3%	0.1%	-9	-3	.	1%	-4	.
O=C1c2cccc3cccc(c23)C(=O)N1CCCN1CCN(c2ccc(F)cc2)CC1	-21%	-5%	2%	-3%	0.3%	2	?	-2%	0%	-22	-1
CC(Oc1ccc(-c2ccccc2)cc1)C(=O)N/N=C/c1cccnc1 (configuration not stated)	2%	.	-1%	-16%	-0.8%	6	4	0%	-17%	0	-1
CC1(C)Cc2c(sc3ncn4nnnc4c23)CO1	.	1%	2%	-4%	-1.1%	.	.	3%	-1%	.	3
C/C(=N\Nc1nc(C)cc(-c2ccccc2)n1)c1ccc(C)o1	3%	4%	-1%	3%	?	-21	-3	-4%	?	-16	.

3 compounds from above, sorted by the number in uPA surface inh, high to low.
Structure	uPA surface inh	Eya2 inh	B2AR arrestin	GALK inh
COC(CN(C)C(=O)C1CCC(CNS(=O)(=O)c2ccc(C)cc2)CC1)OC (configuration not stated)	11%	26%	0.3%	2%
COc1ccc(Br)cc1CN(C)C(=O)CNC(=O)c1ccc2ccccc2c1	-5%	1%	-0.2%	5%
COC(=O)CN1C(=O)[C@H]2[C@@H](c3ccc(C)o3)N3C(=O)CN(Cc4ccccc4)C(=O)[C@@]3(Cc3ccccc3)[C@H]2C1=O	-15%	8%	0.5%	.

Source: PubChem BioAssay (National Center for Advancing Translational Sciences (NCATS))
